Screens (PubChem BioAssay)
MOR-DOR ag – agonists of OPRM1-OPRD1 heterodimerization, primary screen, cell-based, luminescence; actives 0.3% (n = 340,000); activation, % at 9.3 µM; cells; Mu-type opioid receptor (Homo sapiens) + Delta-type opioid receptor (Homo sapiens), …; in the data active means activation above about 18%;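 further: 0% = vehicle-treated cells and 100% = reference agonist; values of inactives mirror those of a sister screen read the other way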
MOR-DOR inv ag – inverse agonists of MOR-DOR heterodimerization, primary screen, cell-based, luminescence; cell-based MOR-DOR heterodimer luminescence, inverse agonism; inhibition, % at 9.3 µM; actives 0.21% (n = 340,000); in the data active means inhibition above about 22%, passing the limit was not always enough;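 further: 0% = cells with DMSO and 100% = wells without cells with DMSO; values of inactives mirror those of a sister screen read the other way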
DSG3 Ab inh – inhibitors of pemphigus antibody binding to DSG3, primary screen, biochemical, bead-based, flow cytometry, scFv-GFP | AID 588358, 2011 | DSG3-coupled beads, scFv-anti-DSG3-GFP binding; hits give low values | Desmoglein-3 (Homo sapiens), P32926 | actives 0.48% (n = 310,000) | binding (percent of control), % at 10 µM;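 active means binding more than 3 SD below its plate's average and above zero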;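 further: hits lower antibody fragment binding to DSG3; some compounds called inactive have numbers as strong as hits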
PfHsp90 yeast 2 – growth inhibition of PfHsp90-expressing yeast, primary screen, antimalarial PfHsp90 inhibitor project, S. cerevisiae, BacTiter-Glo luminescence, single point, set 2. BacTiter-Glo ATP, 48 h; yeast lacking PDR1 and PDR3 efflux regulators. inhibition, % at 9.4 µM. actives 0.32% (n = 310,000). AID 504621, 2011;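 active means every replicate shows inhibition above about 80%, whatever the replicate mean, limit read from the data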;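 further: 0% = DMSO neutral controls and 100% = 20 µM radicicol positive controls; yeast relying on Plasmodium falciparum Hsp90 in place of its own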
AddAB inh – growth inhibition of E. coli expressing H. pylori AddAB, primary screen, AddAB inhibitor project, absorbance; inhibition, % at 11.9 µM; actives 0.29% (n = 330,000); AID 435030, 2010; in the data active means inhibition above about 12%;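 further: 0% = vehicle wells of infected cells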
PKA-R1A act – activators of PKA-R1A holoenzyme, primary screen, biochemical, fluorescence polarization, Cy5-IP20, bovine R1A, mouse PKAc; actives 0.083% (n = 340,000); cAMP-dependent protein kinase type I-alpha regulatory subunit (Bos taurus) + …; activation, % at 11.4 µM; PKA-R1A dissociation; scaled: DMSO 0%, 113 µM cGMP 100%;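 active means percent activation above the mean of all tested compounds plus 3 SD, cut at about 19% in these data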;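 further: higher means more PKAc released from R1A so a rise in polarization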
phage Ecoli inh – growth loss of phage-infected E. coli, primary screen, RecBCD inhibitor project, absorbance, with phage, HTS; inhibition, % at 11.9 µM; actives 0.26% (n = 360,000); in the data active means inhibition above about 11%
HTR5A ag ctr – HTR5A agonists in luminescence cell assay, primary screen, counter-screen for OPRM1-OPRD1 heterodimer agonist project, full-deck HTS; actives 0.61% (n = 340,000); activation, % at 9.3 µM; cell-based; 5-hydroxytryptamine receptor 5A (Homo sapiens), P47898; AID 504692, 2011; in the data active means activation mostly above about 9.5%, no sharp cut-off; inactive means mostly below about 7.6%;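 further: 0% = cells with vehicle only and 100% = reference agonist; strong numbers were not always called active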
Target sequence (P47898 whole entry, looked up): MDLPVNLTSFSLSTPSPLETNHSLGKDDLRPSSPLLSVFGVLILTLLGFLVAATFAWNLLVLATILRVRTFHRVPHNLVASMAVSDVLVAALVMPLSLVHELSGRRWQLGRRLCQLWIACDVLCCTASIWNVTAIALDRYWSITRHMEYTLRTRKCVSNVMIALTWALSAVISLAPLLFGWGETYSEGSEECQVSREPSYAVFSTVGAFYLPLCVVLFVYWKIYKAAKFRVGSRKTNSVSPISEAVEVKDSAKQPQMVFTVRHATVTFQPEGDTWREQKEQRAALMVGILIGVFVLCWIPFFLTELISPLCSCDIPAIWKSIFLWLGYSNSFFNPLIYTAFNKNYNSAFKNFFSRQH
Ecoli viability – E. coli V3065 growth inhibition, primary screen, counter-screen for AddAB inhibitor project, absorbance, OD600. 18 h. inhibition, % at 11.9 µM. actives 0.27% (n = 330,000);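 active means inhibition above the campaign's mean inhibition across all tested compounds plus 3 SD, cut at about 9.9% in these data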;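 further: uninfected addAB+ strain grown without phage in ampicillin broth; 0% = DMSO wells and 100% = ciprofloxacin 0.95 µg/ml wells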
HTR5A inv ctr – HTR5A inverse agonists in luminescence cell assay, primary screen, counter-screen for OPRM1-OPRD1 heterodimer inverse agonist project, full-deck HTS | actives 0.083% (n = 340,000) | AID 504634, 2011 | 5-hydroxytryptamine receptor 5A (Homo sapiens), P47898 | HTR5A cell line, inverse agonism | inhibition, % at 9.3 µM; in the data active means inhibition mostly above about 23%, no sharp cut-off; inactive means mostly below about 18%;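 further: 0% = cells with DMSO and 100% = no-cell wells with DMSO; some compounds called inactive have numbers as strong as hits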
SUMO Mot1 rescue – yeast Mot1-301 growth rescue at high temperature, primary screen, SUMOylation pathway inhibitor project, S. cerevisiae, ATP luminescence, 38.5C. S. cerevisiae Mot1-301 growth rescue; percent above DMSO median, 100 means doubled. growth rescue, % at 18.8 µM. actives 1% (n = 320,000). AID 2716, 2010;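 active means every valid replicate shows activation above 250% relative to neutral control wells; inactive means the rest, any valid replicate at or below 250%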;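 further: OY570 slx delta 5 strain wells were the positive control but not used for scaling; some compounds called inactive have numbers as strong as hits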
* marks the source's active call; other numbers are inactive results; x = not tested or not shown.

item	SMILES	MOR-DOR ag	MOR-DOR inv ag	DSG3 Ab inh	PfHsp90 yeast 2	AddAB inh	PKA-R1A act
1	CCOC(=O)C1CCN(CCC(=O)Nc2ccc(Br)cc2)CC1	1.5	-8	115	-16	4.7	12
2	COc1ccc(C2/C=C\CN(Cc3ccncc3)CC(=O)N2Cc2ccc(F)cc2)cc1 (stereo unspecified)	-2.4	13	101	x	2.2	4
3	C/C(=N\N=c1/sc2ccccc2n1C)c1ccccn1	0.8	-5	105	5	0.5	-2
4	CCOc1ccc(N2C(=O)c3cccnc3C2=O)cc1	-1.0	6	103	-4	-0.6	1
5	Cc1nn(-c2ccc(F)cc2)c(C)c1CN1CCN(Cc2ccccc2)C(CCO)C1 (stereo unspecified)	3.0	-16	99	2	0.9	8
6	CC(=O)Nc1ccc(C2=NN(C)C(=NCc3ccccc3)SC2)cc1	-0.3	1	93	-10	2.8	-3
7	Cc1nn(C)cc1S(=O)(=O)N1CCN(c2cccc(Cl)c2)CC1	-0.6	3	x	13	0.6	5
8	CN1CCN(c2oc(-c3cccs3)nc2S(=O)(=O)c2ccccc2)CC1	-2.1	11	102	-12	3.8	3
9	COc1cccc(C(=O)N2CCN(C3CCC(c4ccccc4)CC3)CC2)c1 (stereo unspecified)	0.7	-4	100	2	x	6
10	O=C(CN1C(=O)S/C(=C/c2ccc(N3CCOCC3)cc2)C1=O)N1CCOCC1	-1.7	9	97	-8	1.2	-1

item	phage Ecoli inh	HTR5A ag ctr	Ecoli viability	HTR5A inv ctr	SUMO Mot1 rescue
1	2.0	11	0.9	-7	-13
2	2.5	3	-1.7	16	-3
3	4.5	-1	-1.9	-23	-21
4	2.0	0	-3.6	10	2
5	3.0	-2	-0.2	7	-21
6	5.5	1	-3.0	0	5
7	2.8	0	0.9	-2	-3
8	1.2	-2	0.3	6	0
9	-1.0	-3	x	8	x
10	1.3	-2	2.4	5	-12

An excerpt from above with just MOR-DOR ag, PfHsp90 yeast 2 and HTR5A ag ctr.
| cpd | smiles | MOR-DOR ag | PfHsp90 yeast 2 | HTR5A ag ctr |
| --- | --- | --- | --- | --- |
| 4 | CCOc1ccc(N2C(=O)c3cccnc3C2=O)cc1 | -1.0 | -4 | 0 |
| 5 | Cc1nn(-c2ccc(F)cc2)c(C)c1CN1CCN(Cc2ccccc2)C(CCO)C1 (stereo unspecified) | 3.0 | 2 | -2 |
| 6 | CC(=O)Nc1ccc(C2=NN(C)C(=NCc3ccccc3)SC2)cc1 | -0.3 | -10 | 1 |
| 7 | Cc1nn(C)cc1S(=O)(=O)N1CCN(c2cccc(Cl)c2)CC1 | -0.6 | 13 | 0 |
| 8 | CN1CCN(c2oc(-c3cccs3)nc2S(=O)(=O)c2ccccc2)CC1 | -2.1 | -12 | -2 |

Further results:
item	SMILES	MOR-DOR ag	MOR-DOR inv ag	DSG3 Ab inh	PfHsp90 yeast 2	AddAB inh	PKA-R1A act
11	Cc1ccc(-c2nn(C)c(=O)c3ccccc23)cc1CN1CCOCC1	-1.2	6	103	-32	-2.5	-3
12	Cc1cc(-c2nnc(CCC(=O)NCc3ccc(F)c(F)c3)o2)no1	-1.6	8	100	-15	0.8	-21
13	Cc1nn(C(C)(C)C)c(OC(=O)c2ccc3c(c2)OCO3)c1Sc1ccccc1	-2.1	11	98	12	-0.1	-8
14	Cc1cccc[n+]1CC(=O)c1ccc([N+](=O)[O-])cc1	0.2	-1	102	3	x	-2
15	CCCSc1nnc(CSc2nc3ccccc3s2)n1-c1ccccc1	-0.4	2	104	-1	1.6	-16
16	Cc1cc(C(=O)COC(=O)c2cccnc2Cl)c(C)n1CC1CCCO1 (stereo unspecified)	-0.4	2	102	11	3.0	-1
17	O=C(Nc1nc2ccccc2[nH]1)c1ccc(OC(F)F)cc1	-0.5	3	92	20	-1.1	7
18	CCOC(=O)Cn1cc(C(=O)c2ccco2)c2ccccc21	-3.1	17	83	x	3.5	-4
19	CN(C)c1ccc(N2C(=NC(=O)C3CCCO3)SC3CS(=O)(=O)CC32)cc1 (stereo unspecified)	-2.7	14	106	-34	1.2	-2
20	Cc1ccc2nc(NC(=O)CCNS(=O)(=O)c3cccs3)sc2c1	-1.2	7	96	-17	1.2	12

item	phage Ecoli inh	HTR5A ag ctr	Ecoli viability	HTR5A inv ctr	SUMO Mot1 rescue
11	1.4	1	-0.2	-8	2
12	4.8	3	-0.2	-15	0
13	2.8	1	-2.0	14	109
14	0.7	5	x	13	x
15	1.6	4	-2.7	7	3
16	-1.6	-4	-0.6	-15	-9
17	-5.5	-4	-4.0	9	-11
18	3.7	2	0.8	2	x
19	2.5	-2	-0.2	8	-28
20	3.2	1	2.0	-10	-9

Three compounds already listed, arranged by count of non-hydrogen atoms, high to low.
item	SMILES	MOR-DOR ag	MOR-DOR inv ag	DSG3 Ab inh	PfHsp90 yeast 2	AddAB inh	PKA-R1A act
13	Cc1nn(C(C)(C)C)c(OC(=O)c2ccc3c(c2)OCO3)c1Sc1ccccc1	-2.1	11	98	12	-0.1	-8
18	CCOC(=O)Cn1cc(C(=O)c2ccco2)c2ccccc21	-3.1	17	83	x	3.5	-4
14	Cc1cccc[n+]1CC(=O)c1ccc([N+](=O)[O-])cc1	0.2	-1	102	3	x	-2

item	phage Ecoli inh	HTR5A ag ctr	Ecoli viability	HTR5A inv ctr	SUMO Mot1 rescue
13	2.8	1	-2.0	14	109
18	3.7	2	0.8	2	x
14	0.7	5	x	13	x

Following part.
item	SMILES	MOR-DOR ag	MOR-DOR inv ag	DSG3 Ab inh	PfHsp90 yeast 2	AddAB inh	PKA-R1A act
21	COc1ccc(N/C=C/C(=C(C#N)C#N)N(C)C)cc1	x	x	105	15	2.2	x
22	O=C(Nn1c(O)c(C=C2N=c3ccccc3=N2)sc1=S)c1ccccc1Cl	1.3	-7	91	x	2.3	-17
23	O=C(NCc1cccc(C(F)(F)F)c1)c1cc(Cl)ccc1Cl	8.7	-55	88	-48	3.4	-7
24	O=C(NNC(=O)C1CC1)Nc1ccc(Cl)cc1	-1.2	6	x	8	x	-5
25	COc1ccccc1OCCC(=O)OCC(=O)Nc1ccc(Br)cc1	1.6	-11	98	-12	3.2	0
26	Cc1ccc(N2CC(C(=O)N(C)CC(=O)Nc3ccc(Cl)c(C(F)(F)F)c3)CC2=O)cc1 (stereo unspecified)	-0.6	4	102	33	1.0	9
27	CCOc1ccc(NC(=O)c2nccnc2CO)cc1	-2.8	14	100	-12	3.1	-2
28	N#Cc1ccccc1S(=O)(=O)N1CCN(C(=O)c2cccc(S(=O)(=O)N3CCCC3)c2)CC1	-1.2	5	100	-12	x	0
29	CC(=O)C1=C(O)C(=O)N(Cc2ccccc2)C1c1ccc(N(C)C)cc1 (stereo unspecified)	-1.8	9	105	-7	5.2	7

item	phage Ecoli inh	HTR5A ag ctr	Ecoli viability	HTR5A inv ctr	SUMO Mot1 rescue
21	4.0	x	-1.3	x	-6
22	-0.2	2	0.5	-23	-9
23	4.5	2	-1.8	-17	4
24	1.1	5	x	22	81
25	3.7	0	-1.2	12	-6
26	1.0	7	-2.4	-20	-21
27	3.0	3	2.2	-3	-23
28	0.3	-1	x	1	x
29	-0.5	-2	-2.8	6	159

Down the list, from the results shown:
MOR-DOR ag, nos. 9 to 20 → 0.7, -1.7, -1.2, -1.6, -2.1, 0.2, -0.4, -0.4, -0.5, -3.1, -2.7, -1.2
